Screens (PubChem BioAssay)
HT1080 IDH1KD tx: qHTS for induction of synthetic lethality in tumor cells producing 2HG: qHTS for the HT-1080-IDH1KD cell line; HT-1080 IDH1 knockdown viability, ATP luminescence, 48 h; Potency, µM (titrated, usually from 46.1 µM), inactives show at the top dose activity, negative = toxicity, usual class: cytotoxic; hit rate 2% among 360,000; AID 686971, 2013;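 also: potency is read from the fitted curve at half-maximal effect; 0% = DMSO wells and -100% = cell-free medium wells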
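Viability of IDH1-knockdown HT-1080 fibrosarcoma cells was assessed by CellTiter-Glo after 48 h at 37 °C with titrated compound; concentration-effect curves were classified by fit quality and response size.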
MCF10A rereplic: A quantitative high throughput screen for small molecules that induce DNA re-replication in MCF 10a normal breast cells; MCF 10A DNA re-replication, Hoechst nuclear intensity, 48 h; Potency, µM (top dose mostly 46.1 µM), inactives show at the top dose activity, positive = re-replication, hits mostly activators; hit rate 2.9% among 350,000; also: potency is read from the fitted curve at half-maximal effect; % of control where 0% means no effect; nearly all actives have a fitted effect of over 50% in size
IL1B secr inh: qHTS for Inhibitors of Inflammasome Signaling: IL-1-beta AlphaLISA Primary Screen; hit rate 4.7% among 360,000; THP-1 LPS/ATP IL-1B secretion, AlphaLISA, 16 h; active compounds read low; AID 743279, 2014; activity change, % at 57.5 µM; in the data active = activity change below about -50%; inconclusive = mostly about -30% to -49%; also: % is scaled to controls: 0 for no effect and ±100 for the full control effect
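THP-1 cells pretreated 1 hr with compounds (up to 57.5 uM final), then stimulated with LPS (250 ng/mL final) plus ATP (1.25 mM final); secreted IL-1B measured by AlphaLISA after 16 hr, decreased signal indicating inhibition.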
HT1080NT lethal: qHTS for induction of synthetic lethality in tumor cells producing 2HG: qHTS for the HT-1080-NT fibrosarcoma cell line; AID 686970, 2013; Potency, µM (doses to about 46.1 µM), inactives show at the highest dose activity, negative = less viability, most hits filed as cytotoxic; HT-1080-NT fibrosarcoma viability, CellTiter-Glo ATP luminescence, 48 h; hit rate 1.6% among 360,000;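 also: NT is the 2HG producing partner of a matched IDH1 knockdown line; potency is read from the fitted curve at half-maximal effect; 0% = DMSO-treated cells and -100% = media-only wells without cells; nearly all actives have a fitted effect of over 55% in size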
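Viability by CellTiter-Glo luminescence after 48 h compound exposure at 37C of HT-1080-NT cells (750/well, RPMI, 5% FBS). % activity scaled between DMSO wells and medium-only wells, then curve-fitted and categorized by curve class.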
KB-3-1 cytotox: qHTS assay for MDR1-selective chemotherapeutics: Primary screen using the parental adenocarcinoma cell KB-3-1. hit rate 1.4% among 400,000. Potency, µM (highest dose often 46.1 µM), inactives show top-dose activity change, negative = cytotoxic, hits mostly cytotoxic. KB-3-1 viability, CellTiter-Glo ATP luminescence, 72 h; also: potency is read from the fitted curve at half-maximal effect; % is scaled to controls: 0 for no effect and ±100 for the full control effect; nearly all actives have a fitted effect of over 60% in size
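Cells are dispensed, compounds pinned in, plates held at 37 °C for 72 h, then CellTiter-Glo is added and luminescence read after 10 minutes. Cell line: parental KB-3-1 in phenol-red-free DMEM, 10% FBS.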
KB-V1 cytotox: qHTS assay for MDR1-selective chemotherapeutics: Primary screen using the drug-selected MDR subline cells KB-V1. KB-V1 MDR cells viability, CellTiter-Glo, 72 h. Potency, µM (doses to about 46.1 µM), for the others: at the top dose activity change, negative = cytotoxicity, usual class: cytotoxic. hit rate 3.4% among 400,000. AID 1347076, 2019; also: potency is read from the fitted curve at half-maximal effect; % is scaled to controls: 0 for no effect and ±100 for the full control effect; nearly all actives have a fitted effect of over 60% in size
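Following 72 h at 37 degrees C with compound, KB-V1 cell viability was read by CellTiter-Glo luminescence, medium being phenol-red-free DMEM plus 10% FBS; concentration-response parameters came from normalized, curve-fitted qHTS data.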
SW480 rereplic: A quantitative high throughput screen for small molecules that induce DNA re-replication in SW480 colon adenocarcinoma cells | SW480 DNA re-replication, Hoechst DNA content imaging, 48 h | Potency, µM (top dose mostly 46.1 µM), for the others: top-dose re-replication activation, actives largely listed as activators | hit rate 1.8% among 340,000; also: potency is read from the fitted curve at half-maximal effect; % of control where 0% means no effect; nearly all actives have a fitted effect of over 55% in size
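Compounds, transferred as 23 nL by pin tool, were incubated with cells for 48 hr; DNA content per nucleus was then quantified by Hoechst staining and fluorescence plate imaging.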
D3 ag: qHTS of D3 Dopamine Receptor Agonist: qHTS; D(3) dopamine receptor (Homo sapiens), P35462; D3R DiscoveRx beta-arrestin cells, luminescence, 90 min; AID 652048, 2013; hit rate 0.58% among 410,000; max activation, %; in the data active = max activation above about 30%; also: 0% is about no effect; mostly tested at two doses, the higher about 12 µM
Target sequence (P35462 whole entry, looked up): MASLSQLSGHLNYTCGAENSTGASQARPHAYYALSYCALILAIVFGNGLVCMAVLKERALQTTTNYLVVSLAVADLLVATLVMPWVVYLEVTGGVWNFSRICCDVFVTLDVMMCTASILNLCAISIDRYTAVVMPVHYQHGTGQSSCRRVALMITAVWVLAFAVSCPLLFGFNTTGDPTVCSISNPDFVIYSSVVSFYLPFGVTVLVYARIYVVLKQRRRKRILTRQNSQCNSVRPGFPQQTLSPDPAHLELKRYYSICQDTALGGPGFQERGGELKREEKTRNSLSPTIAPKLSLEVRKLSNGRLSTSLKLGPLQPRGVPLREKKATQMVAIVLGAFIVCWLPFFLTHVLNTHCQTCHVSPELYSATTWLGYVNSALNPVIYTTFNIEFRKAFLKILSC
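Cells at 1500/well, incubated overnight, then treated with pinned compounds (dopamine as control) for 90 min at 37 degrees C. DiscoveRx reagent added for 30 - 60 minutes at room temperature; luminescence read.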
HEK293 tox: qHTS of GLP-1 Receptor Inverse Agonists: Cytotox Screen; HEK293 cAMP-luciferase reporter cells, luminescence, 24 h; Potency, µM (highest dose often 38.3 µM), for the others: top-dose activity change, negative = inhibition, usual class: inhibitors; hit rate 0.13% among 410,000; AID 624418, 2012;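 also: loss of luciferase light is scored as toxicity; potency is read from the fitted curve at half-maximal effect; % is scaled to controls: 0 for no effect and ±100 for the full control effect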
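Here, cytotoxicity is scored as loss of luminescence. The MLSMR collection was tested on cells seeded in medium containing 10% Nu serum, with a 24 hr compound exposure preceded by 12 hours of culture.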
* marks the source's active call; other numbers are inactive results; ? = inconclusive; · = no result given; [ ] = remark or other dose. Unless noted, calls follow the shape of the dose curve; as a rule, active = well fitted curve in the direction sought with a large enough effect; inconclusive = small, poorly fitted or top-dose-only effect, or another doubt; inactive = no such curve, though single readings can be large; an effect the other way counts as inactive or inconclusive.

Order of values – HT1080 IDH1KD tx	MCF10A rereplic	IL1B secr inh	HT1080NT lethal	KB-3-1 cytotox	KB-V1 cytotox	SW480 rereplic	D3 ag	HEK293 tox
S=C(NCc1ccncc1)Nc1cc(Cl)cc(Cl)c1
→ ?	9%	-54*	-19%	-3%	?	?	-10	14%
COc1ccc(OC)c(NC(=O)Cn2c(=O)n(-c3ccc(Cl)cc3)c(=O)c3c(C)c(C)sc32)c1
→ ·	·	·	·	7%	?	·	1	-5%
O=C(Cn1cncn1)c1ccc(F)cc1F
→ 12%	2%	6	15%	2%	0%	-12%	4	2%
c1cncc(-c2nc(NCC3CCCO3)c3ccccc3n2)c1 (stereo unspecified)
→ -1%	16%	-1	-11%	-5%	?	10%	-2	-12%
CC(NC(=O)CN1C(=O)NC2(CCCCCC2)C1=O)c1ccccc1Cl (stereo unspecified)
→ 6%	2%	-2	2%	13%	-12%	0%	2	3%
CC(=O)N(C)c1ccc(C(O)(C(F)(F)F)C(F)(F)F)cc1
→ 0%	-5%	34	18%	-2%	-6%	1%	-9	-5%
COc1cccc(C#Cc2ccc3c(c2)O[C@H](CN(C)C)[C@@H](C)CN([C@@H](C)CO)S3(=O)=O)c1
→ -27%	·	-15	-23%	-2%	4%	·	-3	-7%
CCN(C(=O)Cn1c(=O)n(CCCS(=O)(=O)C2CCCCC2)c(=O)c2ccccc21)c1cccc(C)c1
→ ·	·	·	·	6%	6%	·	-15	3%
O=C(COc1cccc(-n2cnnn2)c1)Nc1ccc([N+](=O)[O-])cc1
→ -1%	14%	28	-4%	-1%	0%	1%	-10	-2%
CCN=C1S/C(=C\c2cn(C(C)=O)nc2-c2ccccc2)C(=O)N1CC
→ -3%	?	-4	21%	-25%	18µM*	-20%	64*	-2%
CCNC(=O)NC(=O)C(C)OC(=O)c1cc(S(=O)(=O)N2CCCCCC2)ccc1OC (stereo unspecified)
→ -4%	-3%	19	-14%	-4%	-31%	0%[9.22 µM]	-1	5%
COC(=O)c1ccccc1NC(=O)c1cc2c(s1)-c1ccccc1OC2
→ ·	·	·	·	9%	0%	·	6	-15%
CCc1ccc(C(=O)COC(=O)[C@@H](NC(N)=O)[C@@H](C)CC)cc1
→ 5%	?	26	-17%	0%	?	10%	5	2%
O=C(CN(Cc1ccc(F)cc1)C(=O)CCC(=O)Nc1nccs1)NCc1ccc(F)cc1
→ -7%	2%	-5	-4%	21%	2%	-10%	2	-12%
CCCCOc1ccc(S(=O)(=O)N2CCN(c3ccc(N4CCN(CC)CC4)nn3)CC2)cc1
→ 11%	?	2	3%	-5%	-1%	-43%[inhibitor]	-13	13%

Some of these compounds in order of SMILES length, largest number first.
Order of values – HT1080 IDH1KD tx	MCF10A rereplic	IL1B secr inh	HT1080NT lethal	KB-3-1 cytotox	KB-V1 cytotox	SW480 rereplic	D3 ag	HEK293 tox
COc1ccc(OC)c(NC(=O)Cn2c(=O)n(-c3ccc(Cl)cc3)c(=O)c3c(C)c(C)sc32)c1
→ ·	·	·	·	7%	?	·	1	-5%
CCNC(=O)NC(=O)C(C)OC(=O)c1cc(S(=O)(=O)N2CCCCCC2)ccc1OC (stereo unspecified)
→ -4%	-3%	19	-14%	-4%	-31%	0%[9.22 µM]	-1	5%
CCN=C1S/C(=C\c2cn(C(C)=O)nc2-c2ccccc2)C(=O)N1CC
→ -3%	?	-4	21%	-25%	18µM*	-20%	64*	-2%

Next compounds
Order of values – HT1080 IDH1KD tx	MCF10A rereplic	IL1B secr inh	HT1080NT lethal	KB-3-1 cytotox	KB-V1 cytotox	SW480 rereplic	D3 ag	HEK293 tox
CS(=O)(=O)NCCNc1ccc(C(F)(F)F)cc1[N+](=O)[O-]
→ 1%	18%	26	0%	-13%	?	-3%	1	1%
COc1ccc(CNC(=O)CN2C(=O)NC3(CCCc4sccc43)C2=O)cc1OC (stereo unspecified)
→ -1%	14%	9	0%	23%	0%	-4%	2	-4%
COc1cccc(C(O)c2ncc(-c3cccc4ccccc34)[nH]2)c1 (stereo unspecified)
→ -13%	·	-8	?	?	0%	·	-9	2%
COc1ccc(OC)c(CNC(=O)c2cc3cc4ccc(OC)cc4nc3o2)c1
→ ·	·	·	·	-9%	-8%	·	-12	2%
Cc1ccc(COC[C@H](CC(C)C)N2CCN(C(=O)c3cccc(C(F)(F)F)c3)CCC2=O)cc1
→ ?	·	-5	?	-15%	?	·	7	2%
CCOc1ccccc1NC(=O)C(c1ccccc1)N1CCN(C(=O)c2ccco2)CC1 (stereo unspecified)
→ 3%	1%	-3	-10%	?	-13%	-2%	-3	1%
Cc1cc(=O)n2nc(N3CCC(C(=O)Nc4c(C)cccc4C)CC3)sc2n1
→ ·	·	·	·	0%	3%	·	5	0%
CCOC(=O)CNC(=O)N1CCCC(CNS(=O)(=O)Cc2ccccc2)C1 (stereo unspecified)
→ 3%	1%	12	13%	10%	?	-7%	-1	3%
Cc1c(-c2ccccn2)c(=O)[nH]n1-c1ccc(F)cc1
→ -12%	-12%	28	1%	5%	-6%	8%	-9	-19%
Nc1nc(SCC(=O)Nc2cccnc2Cl)n[nH]1
→ 11%	-1%	-4	15%	-1%	11%	-9%	3	16%
CCOC(=O)N1CCN(C(=O)CN(c2cc(C)ccc2OC)S(=O)(=O)c2ccc(C)cc2)CC1
→ ·	·	·	·	18%	-2%	·	-6	1%
Cc1cc(NC(=O)CN2CCC(O)(c3cccc(F)c3)CC2)no1
→ 23%	2%	-4	0%	2%	1%	-1%	-26	-8%
O=C(O)COc1ccccc1C(Nc1cccnc1)c1cc(Cl)c2cccnc2c1O (stereo unspecified)
→ -20%	9.2µM*	30	-5%	0%	6%	15%	19	0%
COC(=O)Cc1cc(=O)[nH]c(Nc2nc3ccccc3o2)n1
→ 15%	0%	13	17%	2%	19%	-3%	3	6%
O=C(CSc1nc2nc(-c3cccs3)cc(C(F)(F)F)c2c(=O)[nH]1)Nc1ccc(F)c(F)c1
→ ?	18µM*	0	?	15µM*	?	-31%[inhibitor]	8	-21%
COc1ccc(C(=O)N(CN2CCCC2=O)c2nccs2)cc1OC
→ 0%	3%	5	-6%	-3%	0%	-37%	1	5%
CC(C)c1nc2ccc(NC(=O)C3CCCCC3)cc2[nH]1
→ -2%	-2%	-15	1%	3%	13%	-6%	8	-8%
Cn1c(SCC(=O)NCc2ccc3c(c2)OCO3)nc2scc(-c3cccs3)c2c1=O
→ 1%	?	22	-11%	-2%	0%	-1%	2	11%
Cc1cc(C)c2oc(-c3cccc(NC(=O)COc4ccccc4Cl)c3C)nc2c1
→ ·	·	·	·	1%	26%	·	17	0%
Cc1cccc(N2N=C(C(=O)N3Cc4ccccc4CC3C(N)=O)CCC2=O)c1 (stereo unspecified)
→ 2%	0%	18	-2%	-5%	4%	-4%	1	-4%
COc1ccc(CCNC(=O)C(=O)NCC2OCCN2S(=O)(=O)c2ccc(Br)cc2)cc1OC (stereo unspecified)
→ -4%	7%	0	0%	3%	-3%	2%	2	18%
COc1cccc(N2CC(NC(=O)c3ccc4ccccc4c3)CC2=O)c1 (stereo unspecified)
→ -25%	?	-4	-12%	2%	-4%	?	-6	-12%
COc1cccc(OC)c1OCCCN1CCOCC1
→ 1%	-5%	22	1%	5%	14%	-3%	-6	10%
CC(=O)C1=C(C)Nc2ncnn2C1c1ccccc1F (stereo unspecified)
→ 3%	1%	2	15%	6%	?	6%	10	1%
CCOc1ccccc1C(=O)NCC(=O)OCc1c(C)noc1C
→ 1%	18%	-1	16%	0%	-27%	-5%	1	18%
O=C(CC1COc2ccccc2O1)NC1CCCCC1 (stereo unspecified)
→ 5%	3%	-3	2%	6%	8%	-4%	4	-8%
CCOC(=O)C1CCN(Cc2cc(=O)n3c(-c4ccccc4)csc3n2)CC1
→ 6%	?	4	0%	7%	-11%	-3%	1	6%
Cc1cccc(NC(=O)Cn2c(/C=C/c3ccccc3)nc3ccccc32)c1
→ -19%	·	-12	-15%	4%	-23%	·	3	-16%
CCOc1ccc(/C=C/C(=O)Oc2ccc(OC)cc2)cc1
→ 3%	5%	-12	6%	-11%	?	15µM*	-2	20%

Whole records, looked up by structure.
Results for `O=C(CC1COc2ccccc2O1)NC1CCCCC1` (stereo unspecified) : HT1080 IDH1KD tx: 5%; MCF10A rereplic: 3%; IL1B secr inh: -3; HT1080NT lethal: 2%; KB-3-1 cytotox: 6%; KB-V1 cytotox: 8%; SW480 rereplic: -4%; D3 ag: 4; HEK293 tox: -8%
Results for `Cc1cccc(N2N=C(C(=O)N3Cc4ccccc4CC3C(N)=O)CCC2=O)c1` (stereo unspecified) : HT1080 IDH1KD tx: 2%; MCF10A rereplic: 0%; IL1B secr inh: 18; HT1080NT lethal: -2%; KB-3-1 cytotox: -5%; KB-V1 cytotox: 4%; SW480 rereplic: -4%; D3 ag: 1; HEK293 tox: -4%
